# ssDAF12 agonist – activators of S. stercoralis DAF-12 nuclear receptor. HEK293 ssDAF-12/GRIP1 lit1-tk-luc reporter, luminescence; % of 3 µM dafachronic acid response. activation, % at 6.8 µM. 370,000 compounds, 1% hits. AID 652126;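 active = activation above the mean over all tested compounds plus 3 SD, cut at about 0.9% in these data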;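 note: 0% = DMSO-only wells and 100% = 3 µM delta7-dafachronic acid wells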
# hgDAF-12 ag – activates the H. glycines DAF-12 receptor ligand-binding domain. HEK293 GAL4-hgDAF12 UAS-luciferase reporter, agonist luminescence; normalized to butyrate control. activation, % at 6.8 µM. 370,000 compounds, 1.8% hits;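 active = activation above a cutoff set at the mean of all screened compounds plus 3 SD, cut at about 10% in these data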;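 note: 0% = DMSO wells and 100% = sodium butyrate wells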
# GAA850 FXN act – increases GAA850 frataxin promoter reporter activity | activation, % at 6 µM | AID 540364 | HEK293 lucGAA850 FXN promoter luciferase reporter, 24 h; percent of 10 µM SAHA response | 360,000 compounds, 0.56% hits;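 active = activation above the average of all compounds screened plus 3 SD, cutoff fixed separately per campaign, cut at about 7.5% in these data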;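 note: 0% = DMSO wells and 100% = 10 µM SAHA wells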
# DAX1 inh-1 – inhibits human nuclear receptor DAX1; HEK293 Gal4-DAX1 luciferase reporter, luminescence; inhibition, % at 6.75 µM; 340,000 compounds, 0.99% hits; AID 504766;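 active = inhibition above the mean over all tested compounds plus 3 SD, cut at about 4.2% in these data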;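 note: 0% = DAX1-transfected cells with DMSO and 100% = empty-vector control cells with DMSO; inhibition shows as a rise in luminescence from relieved DAX1 repression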
# Target sequence (P51843 207-470 limits assumed): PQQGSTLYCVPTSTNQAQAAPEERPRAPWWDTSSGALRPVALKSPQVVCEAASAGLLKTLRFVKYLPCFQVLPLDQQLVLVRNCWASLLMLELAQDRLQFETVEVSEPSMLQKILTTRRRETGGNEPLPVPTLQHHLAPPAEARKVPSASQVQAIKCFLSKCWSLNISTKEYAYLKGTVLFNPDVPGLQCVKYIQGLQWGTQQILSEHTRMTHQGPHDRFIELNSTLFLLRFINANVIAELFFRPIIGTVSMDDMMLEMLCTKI
# hcDAF-12 act – H. contortus DAF-12 activation, primary screen; HEK293 hcDAF-12 lit1-tk-luc reporter, luminescence; 0% DMSO, 100% Δ7-dafachronic acid; activation, % at 6.8 µM; 370,000 compounds, 1.4% hits; AID 652067;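 active = activation above the mean of all tested compounds plus 3 SD, cut at about 5.5% in these data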;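 note: 100% = response to 3 µM Δ7-dafachronic acid high control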
# ADAM17 inh – ADAM17 inhibition, QFRET primary screen; P78536; recombinant ADAM17, EDANS/DABCYL FRET peptide cleavage; inhibition, % at 6.95 µM; 370,000 compounds, 0.83% hits;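 active = inhibition above the mean of compounds lying between control limits plus 3 SD, set per campaign, cut at about 8.5% in these data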;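 note: 0% = DMSO-only wells as the low control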
# Target sequence (P78536 215-824 limits assumed): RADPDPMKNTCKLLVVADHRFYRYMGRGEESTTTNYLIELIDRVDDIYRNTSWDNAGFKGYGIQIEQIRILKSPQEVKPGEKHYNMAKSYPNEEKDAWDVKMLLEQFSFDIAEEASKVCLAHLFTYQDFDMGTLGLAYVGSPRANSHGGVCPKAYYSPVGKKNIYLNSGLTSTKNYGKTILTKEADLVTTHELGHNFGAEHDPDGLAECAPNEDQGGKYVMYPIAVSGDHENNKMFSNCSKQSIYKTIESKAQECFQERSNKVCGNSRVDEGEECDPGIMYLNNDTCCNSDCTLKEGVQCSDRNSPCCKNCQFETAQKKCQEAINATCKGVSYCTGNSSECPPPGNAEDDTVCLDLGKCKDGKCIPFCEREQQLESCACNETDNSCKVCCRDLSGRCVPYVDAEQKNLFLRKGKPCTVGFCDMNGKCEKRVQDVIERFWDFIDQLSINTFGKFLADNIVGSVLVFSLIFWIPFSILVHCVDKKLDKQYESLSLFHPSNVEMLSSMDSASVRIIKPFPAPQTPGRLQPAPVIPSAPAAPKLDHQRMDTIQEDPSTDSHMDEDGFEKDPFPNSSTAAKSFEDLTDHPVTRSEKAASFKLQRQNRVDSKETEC
# DAX1 inh-2 – DAX1 (NR0B1) inhibition, primary screen. 370,000 compounds, 1.1% hits. AID 652010. HEK293T StAR-luciferase reporter, SF-1/DAX-1 repression relief. inhibition, % at 6.8 µM;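 active = inhibition above the mean over all tested compounds plus 3 SD, cut at about 3.6% in these data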;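 note: 0% = DAX-1 cells with DMSO and 100% = cells lacking DAX-1 with DMSO; higher inhibition means more luminescence from relief of DAX-1 repression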
# SMARCA2 activ – activators of SMARCA2 function | MG213 cells, MMTV-luciferase reporter, dexamethasone, overnight | activation, % at 9.1 µM | 370,000 compounds, 1% hits | AID 652017; in the data active = activation above about 7.8%;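 note: 0% = vehicle wells and 100% = reference activator wells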
# PG9 Ab binder – PG9 antibody binding by small molecule; 360,000 compounds, 0.43% hits; inhibition, % at 6.7 µM; TR-FRET gp120-PG9 antibody binding; AID 624416; in the data active = inhibition above about 8.5%
# NPR1 activator – GC-A (human) enzyme activation. P16066. HEK293 GC-A cells, cGMP TR-FRET, EC30 ANP; 0% at EC30 ANP, 100% saturating ANP. activation, % at 10 µM. 370,000 compounds, 0.14% hits. AID 1671463; in the data active = activation above about 40%
# ADAM10 inh – inhibits human ADAM10; O14672; recombinant ADAM10, EDANS/DABCYL FRET peptide cleavage, 3 h; inhibition, % at 7 µM; 370,000 compounds, 0.62% hits; AID 720582;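 active = inhibition above a per-campaign cutoff equal to the mean of compounds falling between control-based bounds plus 3 SD, cut at about 20% in these data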;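 note: 0% = DMSO wells while the 100% control is not disclosed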
# * hit, by the source's call; i = inactive; / = not tested or not shown. An unsorted share of the library (roughly 6.8% active in at least one column).
SMILES,ssDAF12 agonist,hgDAF-12 ag,GAA850 FXN act,DAX1 inh-1,hcDAF-12 act,ADAM17 inh,DAX1 inh-2,SMARCA2 activ,PG9 Ab binder,NPR1 activator,ADAM10 inh
CC(C)Oc1ccccc1NC(=O)CSc1nc2ccccc2c(=O)n1C,-1.6,-5.6,-0.1,-2.5,-4.2,-2.3,-1.1,-3.1,2.5,-0.9,8.3
CNC(=O)NC(=S)NC(=O)c1ccccc1Cl,-0.3,0.1,1.5,-0.1,1.0,-3.7,-0.1,1.4,-1.4,1.8,-3.4
CSCCC(c1nc2ccccc2[nH]1)n1c(-c2ccc3ncccc3c2)nc2ccccc21 (stereo not given),0.0,10.8*,/,/,2.1,-4.4,3.4,1.0,-0.7,-22.8,-35.0
Cc1ccc(C2c3c(oc4ccccc4c3=O)C(=O)N2CCCN2CCOCC2)o1 (stereo not given),-0.9,1.9,0.0,0.0,-0.6,-96.2,0.8,-3.3,0.9,2.1,-430.3
NC(N)=N/N=C/c1ccc(OCc2ccccc2)cc1,-1.4,7.9,0.3,-0.8,-2.5,-3.2,-1.4,-2.8,0.8,/,-7.8
CCOc1ccc(C(=O)Nc2ccccc2CC)cc1[N+](=O)[O-],-1.1,0.4,0.3,0.8,-3.1,4.3,0.0,0.6,2.7,1.5,6.3
CCN1/C(=C2\C(=O)N(C)C(=S)N2c2ccccc2)C=Cc2ccccc21,-1.3,-0.9,0.3,1.6,-1.4,-5.2,-0.1,2.5,-13.2,-1.1,5.1
COc1ccc(/C=C(\C#N)C(=O)OCC(=O)NC(C)c2ccccc2)cc1 (stereo not given),-0.9,-0.8,-0.1,-1.7,-0.5,-1.0,-0.3,0.7,-2.4,4.3,-2.4
Cc1ccc(C=Nc2ccccc2C(=O)Nc2ccccc2)cc1,-1.1,-1.3,2.0,-0.1,-0.4,-145.5,-0.5,4.7,-0.9,-8.3,-484.3
Cc1cc(NC(=O)Cn2nnc(-c3ccccc3N)n2)no1,-1.3,3.2,2.5,0.8,0.3,2.3,0.5,-0.4,-0.8,2.1,2.1
COc1ccc2c(c1)[nH]c1c(=O)n(CCN3CCOCC3)cnc12,0.4,-0.2,1.6,2.6,1.7,-9.6,0.6,-4.3,-3.5,-1.3,-21.7
N#C/C(=C(/O)c1ccco1)c1nc2ccccc2[nH]1,1.2*,22.1*,2.8,5.0*,1.4,1.0,3.9*,3.8,-3.4,-5.8,2.3
C=CCn1c(-c2csc(-c3ccccc3)n2)n[nH]c1=S,-0.9,1.8,4.3,-0.6,-0.8,3.5,0.0,1.5,2.7,3.3,1.1
Cc1cccc(C)c1OCc1cc(C(=O)N(C)Cc2nc3ccccc3[nH]2)no1,-0.8,-3.1,-1.2,-0.8,-0.7,-0.5,-1.8,-2.9,-1.6,-6.4,6.6
Cn1c(C(=O)NCc2ccccn2)cc2c(=O)n3ccccc3nc21,0.1,6.2,4.8,0.2,0.4,i,2.9,3.9,0.7,18.6,i
CCN(C(=O)/C=C/c1cc(OC)c(OC)c(OC)c1)C1CCCCC1,-1.2,2.0,1.4,-3.0,-0.7,-6.7,-0.4,2.8,-2.0,3.6,-10.1
COc1ccccc1NC(=O)CS(=O)(=O)c1cccc2nsnc12,-1.2,-0.4,0.1,-1.4,1.2,1.2,-0.3,0.4,-2.0,-3.7,-1.9
COC(=O)c1sccc1NC(=O)CNC(=O)c1ccccc1,-1.3,0.6,1.4,0.1,-1.8,-5.0,-0.1,0.5,-0.8,5.0,-5.4
O=C(/C=C/c1ccc(Cl)cc1)Nc1ccccc1N1CCOCC1,-1.4,-0.1,-0.4,-0.1,-1.2,3.4,-0.1,-4.2,-0.9,-6.2,-2.7
Cc1noc(COc2ccccc2OCC(N)=O)n1,-0.6,-1.6,1.1,/,-0.1,-0.8,0.4,-0.3,-2.3,2.5,-1.0
Cc1cc(C)n2nc(C(=O)NCc3cccc(C(F)(F)F)c3)nc2n1,-1.4,-1.2,-0.9,0.4,-2.0,0.2,0.0,-1.9,0.7,-2.2,0.1
O=C(C(=O)N1CCC(CNC(=O)c2cccnc2Cl)CC1)c1cc2ccccc2o1,-0.6,-0.2,/,/,0.5,-4.5,0.3,-3.7,1.3,-0.5,-6.5
Cc1ccc(/C=C/c2nc3ccccc3c(=O)[nH]2)cc1,1.5*,16.3*,2.9,-0.2,8.7*,-7.8,5.8*,8.7*,31.2*,3.3,-23.2
O=C(CCC(=O)OCCOc1ccccc1)OCCOc1ccccc1,-0.7,-2.7,/,/,-0.7,3.3,1.2,3.7,0.1,4.9,7.9
Cc1cc(/C=N\NC(=O)COc2cccc3cccnc23)c(C)n1-c1ccccc1,-2.0,-2.4,-0.3,-0.8,-0.9,-4.8,0.1,-0.4,-2.8,-0.7,-17.8
CC(NC(=O)c1ccccc1)c1nnc(SCc2nc3ccccc3c(=O)[nH]2)n1C (stereo not given),-1.3,3.0,-2.0,0.7,-0.5,-1.7,-0.1,0.2,-2.7,5.5,-7.3
CCc1nnc(NC(=O)CCn2cnc3ccccc3c2=O)s1,1.0*,-3.1,-0.3,/,-1.7,2.2,0.5,-1.0,-3.7,-1.1,-4.9
CCN(CC)CCCC(C)NC(=O)c1ccc(C(F)(F)F)cc1 (stereo not given),-1.7,2.2,1.3,-0.9,-0.4,0.5,-1.1,1.0,-2.6,-3.5,4.8
CC(=O)Nc1ccc(C=NNc2nnc(NN=Cc3ccc(NC(C)=O)cc3)c3ccccc23)cc1,-0.7,1.0,-6.6,-3.2,-0.3,-5.2,-0.2,-4.0,-3.7,-2.7,-19.8
Cc1ccc(S(=O)(=O)CNC(=S)c2cccc(C)c2)cc1,-0.3,-1.1,-1.3,0.3,-0.5,2.1,-0.4,1.4,-0.2,-0.3,9.9
CC(C)N1CCN(Cc2cc3ccccc3[nH]2)CC1CCO (stereo not given),1.1*,3.7,0.9,0.7,3.0,-5.8,0.1,-1.1,-0.3,-4.5,-11.8
COc1ccc(-c2cc(C(=O)OCC(=O)NC3CC3)c3ccccc3n2)cc1OC,-1.4,1.3,-2.0,0.3,-2.8,-7.4,-1.5,0.1,-0.1,2.6,-13.0
COCCN1C(=O)c2cc(C(=O)Nc3ccc(OC)c(OC)c3)ccc2C1Nc1ccc(OC)c(OC)c1 (stereo not given),-2.1,-3.6,1.0,-1.0,-0.3,5.7,-0.3,-1.2,-3.8,-1.6,2.5
COc1ccc(-c2ccc(/C=C(\NC(=O)c3ccccc3)C(=O)N3CCOCC3)o2)cc1,-1.6,-1.5,-0.3,-1.9,0.8,-7.1,0.1,-0.3,-2.2,-0.5,-7.1
Clc1ccc(Oc2nc3ccccc3n3cccc23)cc1,-0.9,0.5,3.3,0.4,0.2,-8.9,0.5,-1.3,0.4,-3.7,-15.4
CC(NC(=O)c1ccccc1)C(=O)OCC(=O)Nc1cccc(S(=O)(=O)N2CCCC2)c1 (stereo not given),-0.9,2.4,0.7,-0.1,-0.6,-1.0,-0.8,1.1,2.4,-0.9,0.8
CCCCNC(=O)C[C@H]1C[C@@]2(C(=O)OC)C(=C[C@H](C(C)C)O[C@@H]2C2CC2)N(CCC2=CCCCC2)C1=O,-1.1,1.9,/,/,0.1,1.1,0.6,5.2,/,-4.7,5.7
CCn1c(NC(C)=O)nc2ccccc21,-1.1,-0.4,-1.1,0.1,-0.8,-8.8,0.3,-0.7,1.8,4.1,-17.5
O=C(NC1CCCN(Cc2ccc(Cl)cc2)C1)c1ccccc1-c1ncc[nH]1 (stereo not given),-1.2,-1.6,2.2,1.2,4.3,-3.7,-2.1,-1.8,-0.7,4.2,-1.0
Cc1c(NC(=O)CSc2nc(N)cc(N)n2)c(=O)n(-c2ccccc2)n1C,-1.3,-1.2,0.6,-0.2,1.0,-1.6,-0.2,-1.0,0.2,-0.3,-4.8

# With a hit mark in PG9 Ab binder (from the list above):
SMILES,ssDAF12 agonist,DAX1 inh-1,hcDAF-12 act,ADAM17 inh,DAX1 inh-2,SMARCA2 activ,PG9 Ab binder,NPR1 activator,ADAM10 inh
Cc1ccc(/C=C/c2nc3ccccc3c(=O)[nH]2)cc1,1.5*,-0.2,8.7*,-7.8,5.8*,8.7*,31.2*,3.3,-23.2

# Following part:
SMILES,ssDAF12 agonist,hgDAF-12 ag,GAA850 FXN act,DAX1 inh-1,hcDAF-12 act,ADAM17 inh,DAX1 inh-2,SMARCA2 activ,PG9 Ab binder,NPR1 activator,ADAM10 inh
CCCN(C(=O)CSc1ncnc2sccc12)c1c(N)n(Cc2ccccc2)c(=O)[nH]c1=O,-1.1,-2.0,-1.4,0.6,0.1,-1.6,0.3,-1.1,-1.7,-1.9,-4.8
Cc1ccc(NC(=O)CNNC(=O)c2cccc([N+](=O)[O-])c2)cc1[N+](=O)[O-],-0.8,4.9,-0.9,-0.6,-0.7,1.6,-2.4,0.5,0.4,-1.3,-2.5
Nc1nc(CN2CCN(c3ccccn3)CC2)nc(Nc2ccc(Cl)cc2)n1,-1.4,-5.4,1.3,-0.9,-3.6,0.5,-0.8,-1.0,0.5,1.8,-3.7
Nc1c(S(=O)(=O)c2ccccc2)c2nc3ccccc3nc2n1/N=C/c1cccc(O)c1,-1.1,2.0,-2.5,0.4,-2.1,-9.6,-1.1,2.1,0.0,-11.1,-24.8
O=C(CSc1ccc2ccccc2n1)c1ccccc1,1.4*,10.1,5.0,0.8,9.3*,-1.7,1.1,2.8,0.0,-0.6,6.1
CSC1=C(C#N)C(c2ccccc2)C(C(C)=O)=C(C)N1 (stereo not given),-1.3,1.6,-0.1,1.2,-2.8,-0.6,-0.6,0.5,0.1,-4.9,-1.5
COc1ccccc1-c1cccc([C@@H]2C[C@H]3[C@H](CON3C)CN2C(C)=O)c1,-1.6,0.8,0.8,-1.4,-1.4,1.5,3.7*,-5.9,-0.4,4.3,-14.8
COc1ccccc1C(=O)Nn1cnnc1,-0.7,0.3,0.6,1.9,2.1,-4.2,-0.7,-2.9,-1.5,3.4,-2.5
Cn1c(N)c(C(=O)CN2CCc3ccccc3C2)c(=O)n(C)c1=O,-0.6,4.8,0.4,-0.9,0.6,-1.8,0.0,-0.6,-0.8,3.8,-4.7
CCN1CCCC1CNCc1ccc(OCc2ccc(Cl)nc2)c(OC)c1 (stereo not given),-1.3,-0.7,1.7,-1.1,0.2,0.4,0.0,-2.2,-1.9,-0.7,-0.3
Cc1ccc(-c2nnc(N3CCN(C(=O)CSc4ncn[nH]4)CC3)c3ccccc23)cc1,-1.4,-3.2,4.3,-0.3,-1.1,-0.8,-0.9,-4.4,-0.1,-2.9,6.6
O=C(CSCc1c(Cl)cccc1Cl)NCc1ccccn1,-2.1,-1.3,-0.1,-1.1,-2.3,-5.6,-0.8,-1.3,-0.2,2.3,-1.0
Cc1[nH]c2ccccc2c1C(=O)COc1ccccc1F,-1.3,4.2,3.7,-0.1,2.9,-0.7,0.6,3.1,2.7,7.6,1.0
Cc1ccc(S(=O)(=O)N2CC3C(=O)C[C@@H](c4ccccc4Cl)N(S(=O)(=O)c4ccc(C)cc4)C3CC2c2ccccc2)cc1 (stereo not given in full),-0.9,-1.6,/,/,0.0,-1.1,0.4,-2.5,0.2,2.4,-0.5
CCOC(=O)c1cc(NC(=O)NCc2ccco2)c(C)nc1C,-0.9,-1.5,-1.8,-0.7,-1.2,-5.4,0.9,1.0,1.5,4.7,2.5
